Screens (PubChem)
ST2 IL33 inh: inhibitors of human ST2 (IL1RL1) binding to IL-33; Q01638; AlphaLISA ST2-Fc/biotin-IL-33 interaction, 1 h; inhibition, % for hits at 17 µM; 78,000 compounds, 2.3% hits; AID 1259354; in the data active = inhibition above about 30%; inconclusive = mostly about 10% to 28%
Target sequence (Q01638 whole entry, looked up): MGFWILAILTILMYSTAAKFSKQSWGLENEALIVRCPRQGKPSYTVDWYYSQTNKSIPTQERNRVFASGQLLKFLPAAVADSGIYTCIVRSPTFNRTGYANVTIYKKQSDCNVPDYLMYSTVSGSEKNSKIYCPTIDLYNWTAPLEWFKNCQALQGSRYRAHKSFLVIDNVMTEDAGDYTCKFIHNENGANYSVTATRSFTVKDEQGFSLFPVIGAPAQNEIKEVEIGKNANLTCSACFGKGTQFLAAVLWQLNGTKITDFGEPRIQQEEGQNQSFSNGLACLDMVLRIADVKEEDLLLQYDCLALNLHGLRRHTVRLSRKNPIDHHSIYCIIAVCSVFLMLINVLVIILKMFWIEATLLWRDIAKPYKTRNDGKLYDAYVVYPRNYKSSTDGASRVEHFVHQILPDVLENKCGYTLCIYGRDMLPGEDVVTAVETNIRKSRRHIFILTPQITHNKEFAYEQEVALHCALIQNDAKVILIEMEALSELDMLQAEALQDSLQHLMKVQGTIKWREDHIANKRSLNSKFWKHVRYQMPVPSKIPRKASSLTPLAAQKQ
* = called active by the depositor; i = inactive; u = inconclusive. A portion of the library. The share of hits here may be higher or lower than overall.

SMILES	ST2 IL33 inh
O=C(NC1CC(=O)N(c2ccc(F)cc2)C1)c1ccc2c(c1)OCO2 (centres undefined)	i
CC(C)N(CCN1CCCCCC1)C(=O)c1ccc(C2CCCN2)s1 (centres undefined)	i
NS(=O)(=O)c1ccc(NS(=O)(=O)c2ccc(Br)cc2)cc1	i
C=CCN(Cc1ccc(C)s1)C(=O)c1ccc(-c2nnn(C)n2)cc1	u
CC(C)CC(NC(=O)c1ccc2c(c1)OCCN2C)c1nnc2n1CCNCC2 (centres undefined)	i
O=C(Nc1ccc2nsnc2c1)NC1CC1	u
COc1ccc(C(=O)N2C[C@@H]3C[C@H](C2)c2c(-c4ccc(OC(F)(F)F)cc4)ccc(=O)n2C3)cc1	i
Cc1ccc(NCCCNC(=O)c2ccc(=O)n(C)c2)nc1	i
Cc1cc(N2CCN(C)CC2)nc2ccc(NC(=O)CCC3CCCC3)cc12	i
CN1CCN(C2=NC(=O)/C(=C/c3cccs3)S2)CC1	i
N#Cc1nc(COc2ccccc2Cl)oc1N1CCC(C(N)=O)CC1	i
CC1=C(C(=O)Nc2cccnc2)C(c2cccc(OCc3ccccc3)c2)n2ncnc2N1 (centres undefined)	i
COc1cc(COC2CN(C(=O)c3cc4ccccc4o3)CC(=O)N(C(C)C)C2)cc(OC)c1 (centres undefined)	u
CC(=O)c1ccc(N=Cc2nc(-c3ccc(Br)cc3)oc2O)cc1	i
O=C(NC1CCCCCCC1)c1cc(=O)[nH]c2ccc(S(=O)(=O)N3CCCCCC3)cc12	i
Cc1nc2c(cnn2-c2ccc(F)cc2)c(=O)n1-c1ccc(F)c(Cl)c1	i
O=C(O)CCCCCNC(=O)COc1ccc2c3c(c(=O)oc2c1)CCCC3	i
Cc1cccnc1CC(C)NC(=O)c1ccc(Cn2cnnn2)cc1 (centres undefined)	i
CCOc1ccc(N2CC(NC(=O)Cc3ccccc3)CC2=O)cc1 (centres undefined)	u
O=C(C1COc2ccccc2O1)N1CCN(Cc2ccccc2)CC1 (centres undefined)	i
CC(=O)N1CCN=C1SCc1cc(C)ccc1C	i
COc1ccc(CCNS(=O)(=O)c2ccc3c(c2)CCN3C(=O)C2CC2)cc1OC	i
CC(C)CC(NC(=O)CN(C)C)c1nnc2n1CCN(C(=O)/C=C/c1ccc(F)cc1)CC2 (centres undefined)	i
COc1ccc(C2C(C(=O)Nc3ccccc3F)c3cc(OC)c(OC)cc3C(=O)N2C)cc1 (centres undefined)	i
CCOC(=O)c1[nH]c2ccccc2c1NC(=O)CC1CCCCC1	i

Of the compounds above, these have bromine:
SMILES	ST2 IL33 inh
NS(=O)(=O)c1ccc(NS(=O)(=O)c2ccc(Br)cc2)cc1	i
CC(=O)c1ccc(N=Cc2nc(-c3ccc(Br)cc3)oc2O)cc1	i

Continuation:
SMILES	ST2 IL33 inh
Cc1cc(C(F)(F)F)nc(CCNC2CCC3(CCNCC3)CC2)n1	i
O=S(=O)(NCc1nc2cccnc2n1Cc1ccc(F)cc1)c1ccc(Cl)cc1	i
Cc1ccc(-n2c(=O)c3c4c(sc3n(CC(=O)N3CCCC3)c2=O)CCC4)cc1C	i
Cc1ccc(CNC(=O)c2ccccc2F)cc1	u
Cn1c(=O)c(C(=O)NCc2ccccn2)c(O)c2ccccc21	i
O=C(O)C1CCCCC1C(=O)Nc1ccc(Cl)cc1Cl (centres undefined)	i
CCN(CC)S(=O)(=O)c1ccc2oc(C(=O)N3CCCCC3)c(C)c2c1	i
COc1ccccc1-c1cccc(C(=O)NCCN2CCOC2=O)c1	31%*
COc1cccc(C2C(C(=O)Nc3ccccn3)=C(C)NC3=C2C(=O)CCC3)c1OC (centres undefined)	i
COc1ccccc1N1CCN(C(=O)C[C@@H]2CCNC[C@@H]2Cc2cc(COc3ccccc3)on2)CC1	i
CC1(C)ON=C(c2ccccc2)C1=O	i
CCOC(=O)c1nn(Cc2cccc(OC)c2)c2c1CN(C(=O)c1csc(C(C)C)n1)CC2	i
CCCOc1ccc(C(=O)Nc2cccc(NC(=O)c3ccccc3)c2)cc1	u
O=C(Nc1nnc(CCS(=O)(=O)c2ccc(Cl)cc2)s1)C1CCCCC1	i
C=CCOc1ccc(-n2ccnc2)cc1CO	i
CC(C)c1ccc(-c2cc(C(=O)O)c3ccccc3n2)cc1	i
CCOc1cc(C=NCCN2Cc3ccccc3C2=O)ccc1O	i
Nc1c2c(nc3c1CCC3)CCCC2 (tested in a mixture with another compound)	i
CCN(Cc1ccc(C(=O)Nc2ccccc2C)cc1)Cc1noc(C)n1	u
Cc1ccc(-c2nc3ncccc3o2)cc1NC(=O)COc1ccc(Br)cc1	i
CC(c1ccccc1)C1C(C#N)=C(N)OC2=C1C(=O)CCC2 (centres undefined)	u
O=c1c2c([nH]c3ccccc13)OCCC2	i
CCC1Oc2ccccc2N(Cc2ccc(F)cc2Cl)C1=O (centres undefined)	i
CCOC(=O)C1C(=O)C=C(c2ccc(OC)c(OC)c2)CC1c1ccco1 (centres undefined)	i
O=C(NC12CC3CC(CC(C3)C1)C2)c1cccnc1	i

In the list so far, two have a cyano group.
SMILES	ST2 IL33 inh
N#Cc1nc(COc2ccccc2Cl)oc1N1CCC(C(N)=O)CC1	i
CC(c1ccccc1)C1C(C#N)=C(N)OC2=C1C(=O)CCC2 (centres undefined)	u

Next part:
SMILES	ST2 IL33 inh
CC1=C(C(=O)Nc2cc(C)ccn2)C(c2cccnc2)C2=C(CCCC2=O)N1 (centres undefined)	i
O=C(O)C1(Cc2ccc(Cl)cc2)CCN(c2ncnc3[nH]ccc23)CC1	i
COc1ccc(CNCc2ccccc2)cc1	i
N#Cc1cc2c(nc1SCC(=O)Nc1cnc3ccccc3c1)CCCCCC2	u
O=[N+]([O-])c1cc(CN2CCOCC2)c2cccnc2c1O	u
N[C@H]1CCN2C(=O)c3cc(-c4ccc(F)cc4F)ccc3NC(=O)[C@H]12	i
CCOC(=O)c1ccc(OC(=O)c2sc3ncn(CC)c(=O)c3c2C)cc1	i
CC(C)c1ccc2oc(-c3ccc(NC(=O)c4cccs4)cc3)nc2c1	i
O=[N+]([O-])c1ccccc1S(=O)(=O)Nc1ccc(OCc2ccccc2)cc1	u
Cn1c(=O)[nH]c(=O)c2c1nc(N1CCCCC1)n2CCSc1nnnn1-c1ccccc1	i
COc1ccc(C2=NN(C(=O)c3ccccc3)C(c3ccc(N(C)C)cc3)C2)cc1OC (centres undefined)	u
Cc1ccc(N=Cc2ccc(Br)c([N+](=O)[O-])c2)c(O)c1	i
Cc1ccc(NC(=O)CSc2nc3nc(C)cc(C)c3c(=O)[nH]2)cc1	u
CCn1cc(C(=O)N2CCCC2)c2cc(OC)c(OC)cc2c1=O	i
O=c1c2oc3ccccc3c2ncn1Cc1ccc(F)cc1	i
CC(C)OCCCNC(=O)CN1CCN(Cc2ccc(F)cc2Cl)C1=O	i
CC(=O)N1N=C(c2c(-c3ccccc3)c3cc(Cl)ccc3[nH]c2=O)CC1c1ccc(Cl)cc1 (centres undefined)	i
Cc1cnccc1CNC(=O)C1(N2CCCCC2)Cc2ccccc2C1	i
Cc1ccc(Cl)cc1NC(=O)CN1CCN(Cc2ccc(Cl)cc2)S1(=O)=O	i
CC(C)(C)S(=O)(=O)c1cccc(S(=O)(=O)C(C)(C)C)c1	i
O=C(NCC1(c2cccc(F)c2)CCOCC1)C1CC2(CCNCC2)CN1 (centres undefined)	i
CC(NS(=O)(=O)c1ccc(Cl)cc1)C(c1cccs1)N1CCN(C)CC1 (centres undefined)	u
c1ccc2[nH]c(CSc3ncnc4ccccc34)nc2c1	i
O=C(Cc1ccc(Cl)cc1)Nc1ccc(N2CCN(C(=O)c3ccccc3)CC2)cc1	i
O=C(NCCc1ccc(F)cc1)c1ccc(Cl)cc1[N+](=O)[O-]	u

In the list so far, four contain a COOH group.
SMILES	ST2 IL33 inh
O=C(O)CCCCCNC(=O)COc1ccc2c3c(c(=O)oc2c1)CCCC3	i
O=C(O)C1CCCCC1C(=O)Nc1ccc(Cl)cc1Cl (centres undefined)	i
CC(C)c1ccc(-c2cc(C(=O)O)c3ccccc3n2)cc1	i
O=C(O)C1(Cc2ccc(Cl)cc2)CCN(c2ncnc3[nH]ccc23)CC1	i

(list continues)
SMILES	ST2 IL33 inh
COCCN1C(=O)C(O)=C(C(=O)c2cccs2)C1c1ccc(I)cc1 (centres undefined)	i
CC(C)(C)CN1CCCC2(CCN(C(=O)c3ccc(Cn4cnnn4)cc3)C2)C1 (centres undefined)	i
Cn1c(/C=C/c2ccc([N+](=O)[O-])o2)nc2ccc(I)cc2c1=O	i
O=S(=O)(c1cccc2cccnc12)N1CCN(c2ncccn2)CC1	u
COc1ccc(-c2csc(NC(=O)c3cc(=O)c4ccccc4o3)n2)cc1	i
CC[C@H]1CN(S(=O)(=O)c2c(C)noc2C)CC[C@H]1CC(=O)NCCNC(C)=O	i
Cc1occc(=O)c1O[C@@H]1O[C@H](CO[C@@H]2OC[C@](O)(CO)[C@H]2O)[C@@H](O)[C@H](O)[C@H]1O	i
Cc1n(-c2ccccc2)nn[n+]1C	i
CCOc1ccc(NC(=O)c2c(OC)cccc2OC)cc1	u
CC1=C(C(=O)N2CCOCC2)C(c2cc(Cl)ccc2OC(F)F)n2c(nc3ccccc32)N1 (centres undefined)	i
O=C(c1ccc[nH]c1=O)N(Cc1ccsc1)CC1CCCO1 (centres undefined)	i
COCCNc1ncnc2c1cnn2-c1ccc(OC)cc1	i
O=C(CNC(=O)c1cccs1)NC1CCCCCC1	i
CC1=NN(c2ccccc2)C(=O)/C1=C/N1CCCCC1	i
O=C(c1ccc2c(c1)N(Cc1ccc(Cl)cc1)C(=O)CS2)N1CCC2(CC1)OCCO2	i
Cc1ccc(Cc2c(C)nc3nc(SCC(=O)NCCCN4CCOCC4)nn3c2C)cc1	i
O=C(NC1CCCC1)c1cc(-c2ccc(Br)cc2)on1	i
CCOc1ccc(-c2nc(SCC(=O)NC(C)C)n3[nH]c(=O)cc3n2)cc1	i
COc1ccccc1C(=O)Nc1cc(C)ccc1OCc1cc(=O)n2oc(C)cc2n1	i
CC(=O)c1cccc(OCc2cc(C(=O)N3CC[C@H](O)C3)n[nH]2)c1	u
CSC1=NCCN1CCOc1ccccc1	i
COC(=O)C1=C(N)OC2=C(C(=O)CC(c3ccccc3)C2)C1c1cc(OC)ccc1OC (centres undefined)	i
O=C1CCCN1CCC(=O)N1CCOC(CCc2ccccc2)C1 (centres undefined)	i
Cc1cccc(C2=N/C(=C\c3ccccc3)C(=O)O2)c1	46%*
CCCNC(=O)CSc1nc2nc(C)c(Cc3c(F)cccc3Cl)c(C)n2n1	u

Three compounds picked at random from those above, as already listed:
SMILES	ST2 IL33 inh
CC(=O)c1cccc(OCc2cc(C(=O)N3CC[C@H](O)C3)n[nH]2)c1	u
O=C(c1ccc[nH]c1=O)N(Cc1ccsc1)CC1CCCO1 (centres undefined)	i
CCCNC(=O)CSc1nc2nc(C)c(Cc3c(F)cccc3Cl)c(C)n2n1	u

More records:
SMILES	ST2 IL33 inh
COc1cc(NC(=O)Nc2c(C)nc3nc[nH]n3c2=O)cc(OC)c1	i
CCn1c(CCc2nc3ccccc3[nH]2)n[nH]c1=O	u
COc1cccc(OC2CN(C(C)C(=O)Nc3nccs3)C2)c1 (centres undefined)	i
Nc1nc(N)n(-c2ccccc2)n1	i
CCOc1ccc2sc(C=NCc3ccc(OC)cc3)c(O)c2c1	u
c1cc(-c2ccc(-c3nccn3-c3ccc4c(c3)OCO4)o2)[nH]n1	u
O=[N+]([O-])c1ccc(N2CCN(Cc3ccccc3)CC2)c(S(=O)(=O)N2CCOCC2)c1	i
COc1ccc(OC)c(NS(=O)(=O)c2ccc3c(c2)OCCO3)c1	u
COc1cccc(-c2ccc(C(=O)N3CCC(N4CCCC4=O)CC3)o2)c1	i
O=C(Cn1cnc2c(cnn2-c2ccccc2)c1=O)Nc1ccc2c(c1)OCCO2	i
CCCCC(=O)NCc1ccc(C)cc1	u
Cc1nn(-c2ccccc2)cc1CN1CCCC(OCc2ccccn2)C1 (centres undefined)	i
C[C@@H](C(=O)NCc1cccnc1Oc1ccc(F)cc1F)n1cnnn1	i
O=C1NC(=Nc2cccc(Cl)c2Cl)S/C1=C/c1ccco1	i
C=CCNC(=O)Nc1nc2c(s1)C[C@]1(C)CC[C@@H]3[C@H](OC(=O)[C@H]3C)[C@H]1[C@@H]2C	34%*
CCCCN(CC)CCCNC(=O)c1cc2cc3ccc(OC)cc3nc2o1	i
CCC1CCCCN1C(=O)c1ccc(Cl)c(Cl)c1 (centres undefined)	i
Cc1ccc2nc(SCC(=O)c3ccco3)[nH]c2c1	i
COc1ccc(NC(=O)c2oc3ccccc3c2NC(=O)c2ccc3c(c2)OCO3)c(OC)c1	i
Clc1ccc(-c2nc3cnccn3c2Nc2ccc3c(c2)OCCO3)cc1	i
O=C(CCC1N=C2c3ccccc3N=C(SCc3ccccc3F)N2C1=O)NCc1ccco1 (centres undefined)	u
CC(C)(C)SCCNC(=O)c1ccc(Cl)cc1Cl	i
CCOC=NC1=C(C#N)C(c2ccccc2)C2=C(CC(C)(C)CC2=O)O1 (centres undefined)	59%*
Cc1nn(CCO)cc1CN1CCC1c1ccc(F)cc1 (centres undefined)	u
CCOc1ccc(NC(=O)c2oc3ccccc3c2NC(=O)c2ccco2)cc1	i
The results go on:
SMILES	ST2 IL33 inh
O=[N+]([O-])c1ccccc1/C=C/CN1CCN(C/C=C/c2ccccc2)CC1	u
CC1=C(C(=O)Nc2ccccn2)C(c2ccc([N+](=O)[O-])cc2)C2=C(CCCC2=O)N1 (centres undefined)	i
COc1ccccc1C1C(C(=O)Nc2ccccn2)=C(C)NC2=C1C(=O)CC(C)(C)C2 (centres undefined)	i
CC(C)(O)CCCC(C)(O)c1ccc(C(=O)O)cc1O (centres undefined)	u
O=C(Nc1ccc(Br)cc1)c1ccc(C(=O)Nc2ccc(Br)cc2)nc1	i
CC(=O)Nc1ccc(Cl)c(C(=O)Nc2cnc3n2CCCC3)c1	i
CCOc1ccc(S(=O)(=O)N(CC)c2ccccc2)c2cccnc12	i
Cc1c(Cl)cccc1NC(=O)CN1CCN(Cc2ccccc2Cl)S1(=O)=O	i
Cc1cc(C)c(S(=O)(=O)N(CCCN2CCOCC2)Cc2cccs2)c(C)c1	i
Cc1cc(=O)c(C(=O)NCc2cccnc2)c2n1-c1ccccc1SC(c1ccc(F)c(F)c1)C2 (centres undefined)	i
